MITF inh: MITF inhibitors, primary screen, biochemical, AlphaScreen, human; inhibition, % at 2.6 µM; actives 0.91% (n = 650,000); AlphaScreen MITF homodimerization, bead proximity signal; Microphthalmia-associated transcription factor (Homo sapiens), O75030; in the data active means inhibition above about 50%;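 further: 0% = vehicle wells with protein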
Target sequence (O75030 whole entry, looked up): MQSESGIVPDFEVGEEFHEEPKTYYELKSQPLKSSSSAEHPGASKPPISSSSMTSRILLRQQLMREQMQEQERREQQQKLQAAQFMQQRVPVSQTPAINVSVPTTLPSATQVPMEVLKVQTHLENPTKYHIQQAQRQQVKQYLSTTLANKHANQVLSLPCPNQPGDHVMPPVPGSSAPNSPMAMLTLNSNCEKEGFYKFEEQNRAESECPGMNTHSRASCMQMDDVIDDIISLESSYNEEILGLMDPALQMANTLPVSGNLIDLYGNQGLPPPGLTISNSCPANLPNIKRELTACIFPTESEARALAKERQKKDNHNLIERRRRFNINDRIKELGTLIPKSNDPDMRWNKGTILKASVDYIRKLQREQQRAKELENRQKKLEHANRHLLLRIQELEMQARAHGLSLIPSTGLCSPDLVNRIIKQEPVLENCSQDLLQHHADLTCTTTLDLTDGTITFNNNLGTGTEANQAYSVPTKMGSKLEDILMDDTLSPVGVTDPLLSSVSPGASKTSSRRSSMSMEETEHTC
TEAD-YAP inh: TEAD-YAP interaction inhibition, primary screen, TEAD-YAP interaction inhibitor project, luminescence, HEK-TIYL cells; TEAD-Gal4/YAP UAS-luciferase luminescence; AID 1259422, 2018; inhibition, % at 9.12 µM; actives 1.4% (n = 640,000); in the data active means inhibition above about 32%;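 further: 0% = median of test compound wells and 100% = reference inhibitor wells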
GPR151 ag: activators of human GPR151, primary screen, cell-based, PathHunter beta-arrestin, luminescence | AID 1508602, 2020 | G-protein coupled receptor 151 (Homo sapiens), Q8TDV0 | PathHunter beta-arrestin GPR151 cells | activation, % at 11.2 µM | actives 1% (n = 650,000); in the data active means activation above about 4.9%;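 further: 0% = median of compound wells and 100% = cells with positive control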
Target sequence (Q8TDV0 whole entry, looked up): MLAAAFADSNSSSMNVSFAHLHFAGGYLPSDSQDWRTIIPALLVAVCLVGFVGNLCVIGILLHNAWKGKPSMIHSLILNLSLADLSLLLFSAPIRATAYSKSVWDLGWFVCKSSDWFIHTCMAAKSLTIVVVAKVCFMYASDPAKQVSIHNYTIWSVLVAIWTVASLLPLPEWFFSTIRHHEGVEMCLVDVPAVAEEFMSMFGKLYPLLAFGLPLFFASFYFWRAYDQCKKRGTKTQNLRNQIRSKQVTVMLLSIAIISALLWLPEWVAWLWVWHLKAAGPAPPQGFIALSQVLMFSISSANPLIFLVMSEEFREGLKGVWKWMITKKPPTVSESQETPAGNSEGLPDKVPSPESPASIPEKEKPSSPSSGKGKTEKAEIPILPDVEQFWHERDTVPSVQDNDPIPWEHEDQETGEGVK
FBW7 activator: FBW7 E3 ligase activators, primary screen, biochemical, AlphaScreen, human. F-box/WD repeat-containing protein 7 (Homo sapiens), Q969H0. AlphaScreen FBW7–phospho-cyclin E peptide binding, activator screen. normalized activity (activation), % at 26.1 µM. actives 0.13% (n = 650,000). AID 1259310, 2017; in the data active means normalized activity above about 1.9%;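 further: purified mutant Fbw7 with reduced substrate affinity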
Starred values were filed as active, the others as inactive; & = joins results of further samples.

SMILES	MITF inh	TEAD-YAP inh	GPR151 ag	FBW7 activator
COc1cccc(CNCC(O)COc2ccc(OC)cc2C(C)(C)C)c1 (configuration not stated)	28	7	-0.4	0.2
COc1cc2c(cc1OC)CN(C(=O)CSc1ncnc3sc(C)c(C)c13)CC2	4	-11	1.5	-0.2
O=C1OC(c2cccc3ccccc23)=N/C1=C/c1ccccc1F	6	-11	0.5	0.0
COc1cc(Nc2ccc(-c3cccc(C=O)c3)cn2)cc(OC)c1OC	13	4	0.5	-0.2
CCCOc1ccc(N2CCN(C(=O)C(C)Oc3ccccc3)CC2)nn1 (configuration not stated)	-6	9	-0.1	0.5
O=C(CC1C(=O)NCCN1Cc1cccc(F)c1)NCc1cn[nH]c1-c1ccccc1 (configuration not stated)	-5	-9	-0.3	0.1
COc1cccc(NC(=O)N2CCC(C(=O)NC(c3ccccc3)c3ccco3)CC2)c1 (configuration not stated)	11	-13	1.7	-0.1
CN1/C(=C\C(=O)COC(=O)c2ccccc2)C(C)(C)c2ccccc21	-13	7	-0.8	-0.1
COc1ccc(C(=O)NCC(=O)OCc2cc(=O)oc3cc4c(cc23)CCC4)cc1OC	-2	3	0.1	-0.1
C=CCN(C(=O)Cn1c(C(=O)OC)cc2occc21)c1ccccc1	14	3	-0.5	0.1
COc1cc(Br)cc(/C=N/Nc2ccc([N+](=O)[O-])cc2)c1O	-9	-21	-0.2	0.0
C=CCNC(=S)Nc1ccc(F)cc1[N+](=O)[O-]	-6	-1	-0.6	-0.3
Cc1cccc(C2=N/C(=C\c3c(C(F)(F)F)nn(C)c3Cl)C(=O)O2)c1	8	0	-0.2	-0.1
COc1ccc(Cn2c(SCC(=O)NCc3ccccc3)nc3ccsc3c2=O)cc1	1	-2	-0.9	0.1
O=C(c1cc2nc(-c3ccc(Cl)cc3)cc(C(F)(F)F)n2n1)N1CCN(c2ccccc2Cl)CC1	20	18	-1.0	0.3
CC(=O)C1C(c2ccc(F)cc2)NC(=O)NC1(O)C(F)(F)F (configuration not stated)	21	-2	1.9	-0.2
COc1ccc(/C=N/NC(=O)c2ccc(C)cc2)cc1C	1	-52	0.1	-0.2
Cc1nc2c(C(=O)NCc3ccco3)cnn2c(C)c1Cc1cccc(Cl)c1	-7	17	-0.8	-0.2
Cc1ccn2cc(CCNC(=O)Cc3cccs3)nc2c1	-1	9	-0.4	-0.1
O=C(COc1ccc(Cl)c2cccnc12)Nc1cccc([N+](=O)[O-])c1	-2	-24	1.7	-0.1
Cn1c(N2CCOCC2)nc2c1c(=O)n(Cc1ccc(Cl)cc1)c(=O)n2C	1	-8	-0.8	-0.1
Cc1cc(C)c(C#N)c(SCC(=O)NCc2ccc(Cl)cc2)n1	-6	-6	-0.9	-0.1
COCCNC(=O)c1ccc(Oc2c(C)oc3cc(OC)ccc3c2=O)cc1	-6	-1	0.7	-0.2
NNC(=S)Nc1ccc(F)cc1F	-6	-3	0.4	0.0
O=C1CCCC2=C1C(c1ccccc1Cl)n1nc(-c3ccccc3)nc1N2 (configuration not stated)	5	-6	0.0	0.0
SMILES	MITF inh	TEAD-YAP inh	GPR151 ag	FBW7 activator
COC(=O)C(C)Oc1cc(O)c2c(=O)cc(-c3ccccc3)oc2c1 (configuration not stated)	14	1	2.3	0.0
O=C(O)C1C2C=CC3(CN(c4cccc5ccccc45)C(=O)C13)O2 (configuration not stated)	7	1	-1.3	0.1
C=CCn1c(SCC(=O)Nc2ccc(C)c(C)c2)nc2scc(-c3ccc(C)cc3)c2c1=O	5	8	-0.3	0.0
O=C(O)c1ccc(P(=O)(O)c2ccc(C(=O)O)cc2)cc1	10	13	-0.9	0.5
COc1ccc(-c2nc(CS(=O)CC(=O)NCc3ccco3)c(C)o2)cc1OC (configuration not stated)	-6	-1	0.8	0.0
O=C(Nc1ccc(Oc2ccc(Cl)cc2)cc1)c1cc2ccc(O)cc2oc1=O	17	-4	1.4	0.2
COc1cc(C(=O)NC2CCNCC2)cc(OC)c1OC	-17	-4	-0.2	0.0
COCCn1c(SCC#N)nnc1-c1cnccn1	-3	1	0.5	0.1
Cc1cc(C)cc(NS(=O)(=O)c2ccc3c4c2CC(=O)N4CC(C)S3)c1 (configuration not stated)	2	34*	0.2	-0.3
Cc1ccccc1NC(=O)c1ccc(C)c(S(=O)(=O)N(CCO)CCO)c1	14	-4	-1.8	0.3
CCCNC(=O)c1sccc1S(=O)(=O)N1CCN(c2cc(C)ccc2C)CC1	-10	-9	-1.0	-0.2
CC1CC(C)CN(S(=O)(=O)c2ccc(F)c(C(=O)NC3CCCCC3)c2)C1 (configuration not stated)	13	-2	1.5	0.3
CCN1CCN(C(c2ccc3ncccc3c2)c2nnnn2CCOC)CC1 (configuration not stated)	0	0	-0.1	0.0
CC1CCN(S(=O)(=O)c2cccc3nonc23)CC1	22	6	-1.6	0.1
COc1ccc2ncc(C#N)c(N3CCC(C(=O)Nc4ccc(F)c(C)c4)CC3)c2c1	-10	6	0.6	-0.2
CCCNc1ccc2ncc(-c3cnc(OC)nc3OC)n2n1	25	-4	-0.1	-0.4
COc1ccc(Cl)cc1NC(=O)CSc1ncccc1-c1nc2ccccc2[nH]1	16	7	-0.4	0.2
NCCS(=O)(=O)O	5&18&15	7&-3	2.5&0.0&-0.7	-0.1&-0.1&-0.1
O=C(Cn1nnc(-c2ccccc2)n1)Nc1ccccc1C(=O)O	23	2	-1.5	0.3
CCSCCOC(=O)C1=C(C)NC2=C(C(=O)C(C(=O)OC)C(C)C2)C1c1cc(OC)c(OC)cc1OC (configuration not stated)	7	7	-0.8	0.6
CN(C)c1ccc2nnc(-c3ccc(Br)cc3)n2n1	7	0	0.3	0.0
CN(C)CCCNC(=O)C(=O)NC1CC(C)(C)NC(C)(C)C1	11	13	-0.2	0.4
CCOc1ccc(S(=O)(=O)NCc2ccncc2)cc1C	-2	55*	0.0	0.0
C#CC(O)(c1ccc(OC)cc1)c1ccc(OC)c2ccccc12 (configuration not stated)	0	56*	0.0	0.0
CC(C)(C)c1ccc(-c2nc(NC(=O)CSc3ncn[nH]3)ns2)cc1	-5	-41	0.1	-0.1
SMILES	MITF inh	TEAD-YAP inh	GPR151 ag	FBW7 activator
CCC(Sc1nc2cc(OC)c(OC)cc2c(=O)n1CCc1ccc(Cl)cc1)C(=O)Nc1cccc(OC)c1 (configuration not stated)	-10	-3	-1.3	-0.1
CCNc1nc(Nc2ccccc2)nc(N(CC)CC)n1	5	13	1.2	0.0
COc1ccccc1C(=O)Nc1nc(-c2ccc(C(C)C)cc2)cs1	6	-15	-0.7	0.2
CC1(C(=O)Nc2sc3c(c2C(N)=O)CCCCC3)CC1(Cl)Cl (configuration not stated)	-6	-11	0.2	-0.3
CCOCCCNC(=O)CCn1nc(-c2ccccc2OC)c2c(C)cc(C)nc21	-23	9	0.5	0.4
COc1cc([N+](=O)[O-])ccc1NC(=O)/C=C/c1ccc(F)cc1	0	6	-1.2	-0.2
O=C(c1ccc(F)cc1)N1C2CCC1CC(O)(c1ccccc1F)C2 (configuration not stated)	-11	-6	4.4	0.1
COc1cc(Br)ccc1OCC(=O)N/N=C(\C)c1ccc(O)cc1	18	-3	1.1	0.2
O=C1CC(=O)Nc2cc(S(=O)(=O)NCc3ccccc3Cl)ccc2N1	11	6	1.3	0.0
COc1ccc(NC(=O)CSc2nc3ccccc3[nH]2)c([N+](=O)[O-])c1	-13	3	0.7	-0.3
COC(=O)CSc1nnc(-c2ccoc2C)n1-c1cccc(C)c1	12	7	-0.9	0.6
O=S(=O)(c1ccc(Cl)cc1)N1CC2C3C=CC(C3)C2C1 (configuration not stated)	1	4	0.3	0.0
CC(=O)N(c1cccc(C)c1)S(=O)(=O)c1ccc(Cl)cc1	4	-2	1.5	0.0
Cc1ccc(-c2cnn3ccc(NCc4cccnc4)nc23)cc1	10	4	0.5	0.0
O=C(O)c1cc(S(=O)(=O)N2CCCC2)cs1	-25	-4	0.4	0.0
CCSC1=C(C#N)C(c2cccs2)C2=C(CCCC2=O)N1 (configuration not stated)	18	1	-1.5	0.6
O=C(NC1(C(F)(F)F)N=C(c2ccccc2)NC1=O)c1ccccc1F (configuration not stated)	7	-2	-0.1	0.2
COc1cc2c(cc1OC)C(COc1ccccc1OC)N(C(=O)c1ccc(Br)cc1)CC2 (configuration not stated)	-5	-3	-1.1	0.0
CCOc1ccccc1CN1CCN(Cc2cccc(F)c2)CC1CCO (configuration not stated)	-11	-9	5.4*	-0.1
COc1ccc(C2CC(C(F)(F)F)n3ncc(C(=O)N(C)CCc4ccccn4)c3N2)cc1OC (configuration not stated)	3	-4	0.2	0.0
O=C(CC1C(=O)NCCN1CCCc1ccccc1)NCC1(O)CCCCC1 (configuration not stated)	0	1	0.4	0.0
CC(C)N(Cc1ccccc1)C(=O)Cn1c(=O)cnc2ccccc21	1	-15	-1.6	0.0
CC1=CC(C)(C)N(Cc2ccc([N+](=O)[O-])cc2)c2cc(C)c(C)cc21	9	-4	0.3	-0.1
COc1ccc(/C=C/C(=O)OCc2cccc([N+](=O)[O-])c2)cc1OC	4	5	0.2	0.1
Cc1ccc(S(=O)(=O)Nc2nc3ccc(N)cc3s2)cc1	16	3	-1.7	0.1

Full records, quoted from the list. Screens in order: MITF inh | TEAD-YAP inh | GPR151 ag | FBW7 activator
Record of CCSC1=C(C#N)C(c2cccs2)C2=C(CCCC2=O)N1 (configuration not stated) = 18 | 1 | -1.5 | 0.6
Record of COc1cc([N+](=O)[O-])ccc1NC(=O)/C=C/c1ccc(F)cc1 = 0 | 6 | -1.2 | -0.2

Next entries.
SMILES	MITF inh	TEAD-YAP inh	GPR151 ag	FBW7 activator
O=C(Nc1nc(-c2cc3ccccc3o2)cs1)C1CC1	-5	-52	0.7	-0.1
COc1cc(NC(=O)C2(c3cccs3)CCCC2)c2ncccc2c1	2	-5	-2.3	0.0
C/C(=N/Nc1ccc([N+](=O)[O-])cc1)c1c[nH]c2ccccc12	-7	-27	2.8	-0.1
Cc1ccccc1-n1ncc2c(NCCc3c[nH]c4ccccc34)ncnc21	8	-8	2.9	0.0
C=CCN(C(=O)CSc1nc2c(c(=O)[nH]1)CCC2)c1ccccc1	-10	9	1.5	0.0
CC1CC(C)CN(c2ccc([N+](=O)[O-])cc2-c2nn[nH]n2)C1 (configuration not stated)	10	-11	0.8	0.1
CN1C(=O)C(C)(C)c2cc(S(=O)(=O)NCC3CCC(C(=O)N4CCCC4)CC3)ccc21 (configuration not stated)	0	6	1.8	-0.1
COc1cc(Cl)c(C)cc1NC(=O)/C(C#N)=C/c1ccc(NC(C)=O)cc1	0	-1	-1.0	0.0
Cc1cc(CN2C(=O)C(C)Oc3ccc([N+](=O)[O-])cc32)no1 (configuration not stated)	12	5	-0.3	0.2
CCn1c(C(=O)O)c(CNCCc2ccccc2OC)c2ccc(OC)cc21	13	-4	-0.4	0.5
COc1cccc(NC(=O)c2cc(Cl)cc([N+](=O)[O-])c2O)c1	21	-1	-5.8	-0.3
CCOc1cc(/C=C2\N=C(c3ccccc3Br)OC2=O)cc(I)c1OC(C)=O	-3	0	-0.9	0.0
O=C(Nc1ccc(Br)cc1)C1c2ccccc2Oc2ccccc21	7	-7	-0.2	-0.1
COc1cc(C(=O)Nc2c3c(nn2-c2cccc(C)c2C)CSC3)cc(OC)c1OC	6	-2	1.6	-0.2

Exported in markdown: part of the list above.
| mol | MITF inh | TEAD-YAP inh | GPR151 ag | FBW7 activator |
| --- | --- | --- | --- | --- |
| C/C(=N/Nc1ccc([N+](=O)[O-])cc1)c1c[nH]c2ccccc12 | -7 | -27 | 2.8 | -0.1 |
| Cc1ccccc1-n1ncc2c(NCCc3c[nH]c4ccccc34)ncnc21 | 8 | -8 | 2.9 | 0.0 |
| C=CCN(C(=O)CSc1nc2c(c(=O)[nH]1)CCC2)c1ccccc1 | -10 | 9 | 1.5 | 0.0 |
| CC1CC(C)CN(c2ccc([N+](=O)[O-])cc2-c2nn[nH]n2)C1 (configuration not stated) | 10 | -11 | 0.8 | 0.1 |
| CN1C(=O)C(C)(C)c2cc(S(=O)(=O)NCC3CCC(C(=O)N4CCCC4)CC3)ccc21 (configuration not stated) | 0 | 6 | 1.8 | -0.1 |
